Screening results as filed in PubChem.
RNase H inhibition: RNase H inhibition, HIV 1 Gag Pol polyprotein, FRET biochemical assay, screening (AID 372). one-dose inhibition, % at 10 µM; IC50 in µM for titrated hits. actives 0.77% (n = 100,000). HIV-1 RT RNase H, FRET RNA/DNA substrate fluorescence; higher % means a stronger effect; in the data active = inhibition above about 50%
* = called active by the depositor. A portion of the library. The share of hits here may be higher or lower than overall.

cpd	Molecule	RNase H inhibition
1	CC(=O)Nc1ccc(N/C=C/C(=O)c2ccccc2)cc1	1.0%
2	CCCCOc1cccc(-c2nnc(NC(=O)Nc3ccccc3OC)s2)c1	18.0%
3	Cc1cc(C)nc(NC(=O)c2ccc(Cl)c(Cl)c2)n1	21.0%
4	NC(=O)c1ccccc1NC(=O)COc1cccc2ccccc12	8.0%
5	O=C1c2ccccc2C(=O)N1CCc1nc2ccccc2c(=O)n1-c1ccc(Br)cn1	40.0%
6	CCCCNCCCCOc1ccc(C(C)(C)C)cc1	14.0%
7	Cc1nc2sccn2c1C(=O)N/N=C/c1ccccc1O	0.0%
8	CCOC(=O)c1c(NC(=O)C(C)(C)C)sc2c1CCCC2=O	10.0%
9	O=C(CCSc1ccc(Cl)cc1)NCc1ccccc1	11.0%
10	O=C(Nc1ccc2nn(-c3ccccc3)nc2c1)c1cc(Br)ccc1Cl	25.0%
11	O=C(O)CCCN1C(=O)C(=O)/C(=C(\O)c2ccc([N+](=O)[O-])cc2)C1c1ccccc1 (stereo unspecified)	8.0%
12	Cc1cc(Cl)ccc1N(CC(=O)NN=C(Cc1ccccc1)Cc1ccccc1)S(=O)(=O)c1ccccc1	14.0%

Structural class, the compounds so far with a Cl atom.
cpd	Molecule	RNase H inhibition
3	Cc1cc(C)nc(NC(=O)c2ccc(Cl)c(Cl)c2)n1	21.0%
9	O=C(CCSc1ccc(Cl)cc1)NCc1ccccc1	11.0%
10	O=C(Nc1ccc2nn(-c3ccccc3)nc2c1)c1cc(Br)ccc1Cl	25.0%
12	Cc1cc(Cl)ccc1N(CC(=O)NN=C(Cc1ccccc1)Cc1ccccc1)S(=O)(=O)c1ccccc1	14.0%

Next records follow:
cpd	Molecule	RNase H inhibition
13	COc1ccc(C2CC(=O)C3=C(C2)NC(C)=C(C(=O)OCCOc2ccccc2)C3c2ccccc2F)cc1 (stereo unspecified)	14.0%
14	CC1(C)Cc2c(sc3nc(Nc4ccccc4)n(N)c(=O)c23)CO1	13.0%
15	CCOc1ccc(NC(=O)c2c(NC(=O)c3cccnc3)sc3c2CCC3)cc1	13.0%
16	CCOc1cc(C2C(C(=O)OCCSCC)=C(C)NC3=C2C(=O)CC(c2ccc(OC)cc2)C3)cc(Br)c1O (stereo unspecified)	12.0%
17	CCCOC(=O)c1ccc(NC(=O)c2ccc([N+](=O)[O-])o2)cc1	7.0%
18	CCOc1ccc2nc(SCC(=O)c3ccccc3)sc2c1	6.0%
19	Cc1ccccc1NC(=S)NC(=O)C12CC3CC(CC(C3)C1)C2	15.0%
20	O=C(c1ccc(Br)cc1)N1CCC(c2ccccc2)C1 (stereo unspecified)	8.0%
21	COc1ccc(C2CC(c3ccc([N+](=O)[O-])cc3)=NN2c2ccccc2)cc1 (stereo unspecified)	11.0%
22	COc1ccc(C2CC(=O)C3=C(C2)Nc2ccccc2NC3c2ccc(OC(C)=O)c(OC)c2)cc1OC (stereo unspecified)	1.0%
23	C=CCc1cc(/C=C2/C(=O)NC(=O)N(c3ccc(C)cc3)C2=O)cc(OC)c1O	12.0%
24	CCOc1ccc(NC(=O)c2ccc(C)c([N+](=O)[O-])c2)cc1	0.0%

Random excerpt: 5 entries already listed, in no set order.
cpd	Molecule	RNase H inhibition
20	O=C(c1ccc(Br)cc1)N1CCC(c2ccccc2)C1 (stereo unspecified)	8.0%
23	C=CCc1cc(/C=C2/C(=O)NC(=O)N(c3ccc(C)cc3)C2=O)cc(OC)c1O	12.0%
22	COc1ccc(C2CC(=O)C3=C(C2)Nc2ccccc2NC3c2ccc(OC(C)=O)c(OC)c2)cc1OC (stereo unspecified)	1.0%
18	CCOc1ccc2nc(SCC(=O)c3ccccc3)sc2c1	6.0%
17	CCCOC(=O)c1ccc(NC(=O)c2ccc([N+](=O)[O-])o2)cc1	7.0%

Next records follow.
cpd	Molecule	RNase H inhibition
25	COc1cc(C2C(C#N)=C(N)OC3=C2C(=O)CC(c2ccccc2)C3)cc(Br)c1O (stereo unspecified)	9.0%
26	CCOC(=O)C1=C(C)N=c2s/c(=C\c3ccccc3F)c(=O)n2C1c1ccc(OC)cc1 (stereo unspecified)	5.0%
27	Cc1cc(NC(=O)c2ccc(C)c(C)c2)no1	0.0%
28	CCOc1ccccc1C(=O)Nc1cc(Cl)ccc1C	10.0%
29	COc1ccc(N(CC(=O)Nc2cccc(OC)c2)S(=O)(=O)c2ccc(C)c([N+](=O)[O-])c2)cc1	29.0%
30	O=c1c(Oc2ccccc2)c(C(F)(F)F)oc2c(CN3CCCCC3)c(O)ccc12	0.0%
31	COC(=O)c1cc(NC(=O)c2cc(Br)ccc2OC)cc(C(=O)OC)c1	31.0%
32	CCc1ccc(-c2cc(C(=O)Nc3cc(OC)c(Cl)cc3OC)c3ccccc3n2)cc1	10.0%
33	COC(=O)C(Cc1ccccc1)NC(=O)c1cccc2ccccc12 (stereo unspecified)	24.0%
34	CCOC(=O)C1=C(C)N=c2s/c(=C\c3cccc(OC(C)=O)c3)c(=O)n2C1c1ccc(OC)cc1 (stereo unspecified)	11.0%
35	COc1cc(OC)cc(C(=O)NCc2ccccc2OC)c1	3.0%
36	COc1ccccc1OCCCCCCN1CCCC1	0.0%

The list continues:
cpd	Molecule	RNase H inhibition
37	O=C(Nc1ccc([N+](=O)[O-])cc1Br)c1ccco1	13.0%
38	Cc1ccc(S(=O)(=O)Nc2cc(-c3ccc(F)cc3)[nH]n2)cc1	6.0%
39	O=C(CC1C(=O)OCN1C(=O)OCc1ccccc1)OCC(=O)c1ccccc1 (stereo unspecified)	6.0%
40	O=C(CN(c1cccc([N+](=O)[O-])c1)S(=O)(=O)c1ccccc1)Nc1ccc(F)c(Cl)c1	7.0%
41	O=c1cc(-c2ccccc2)[nH]n1-c1ccc([N+](=O)[O-])cc1	4.0%
42	CCC(CC)C(=O)Nc1nc2ccc(Cl)cc2s1	15.0%
43	O=c1[nH]c(=O)n(-c2ccc(Br)cc2)c(O)c1C=Nc1ccc(F)cc1	18.0%
44	Cc1ccc2c(c1)N1C(=O)c3ccccc3C1C1=C(CC(C)(C)CC1=O)N2 (stereo unspecified)	19.0%
45	Cc1ccc2oc(-c3cc(NC(=O)/C=C/c4ccccc4)ccc3O)nc2c1	8.0%
46	CCN(CC)CCCCOc1ccc(Cl)c2ccccc12	11.0%
47	CCOC(=O)C(C#N)C(=S)Nc1ccccc1 (stereo unspecified)	38.0%
48	CCc1ccc(OCC(=O)N/N=C/c2ccccc2O)cc1	8.0%

The results go on:
cpd	Molecule	RNase H inhibition
49	CC(C)C(=O)Nc1ccc(O)c(-c2nc3cc(Cl)ccc3o2)c1	8.0%
50	CCc1ccc2oc(-c3ccc(NC(=S)NC(=O)c4cccc(F)c4)cc3)nc2c1	59.0%*
51	COc1ccc(/C=C(/NC(=O)c2ccc(Br)o2)C(=O)NN)cc1	4.0%
52	CCOc1cc(C=C2C(=O)NC(=S)NC2=O)ccc1OCCOc1ccc(OC)cc1	10.0%
53	O=C(NNS(=O)(=O)c1ccc(Br)cc1)c1ccncc1	0.0%
54	N#CSC(C#N)Cc1ccc([N+](=O)[O-])cc1 (stereo unspecified)	16.0%
55	COc1ccc(-c2nc3ccccc3nc2N2CCCCC2)cc1	16.0%
56	O=C(NNC(=O)c1cccc(Cl)c1)Nc1cccc(Cl)c1	0.0%
57	C#CCOc1c(I)cc(/C=N/c2c(-c3ccco3)nc3ccccn23)cc1OC	16.0%
58	O=C1C(=O)c2cc([N+](=O)[O-])ccc2-c2ccc([N+](=O)[O-])cc21	5.0%
59	O=C1NCC(COCc2ccccc2)O1 (stereo unspecified)	15.0%
60	COc1ccc(-c2n[nH]c(=S)n2-c2ccccc2)cc1OC	0.0%

More records follow.
cpd	Molecule	RNase H inhibition
61	CCOc1ccc(NC(=O)CN(c2ccc(Cl)cc2C)S(=O)(=O)c2ccccc2)cc1	25.0%
62	COc1ccc(-c2cc(C(F)(F)F)n3nc(C(=O)Nc4ccccc4C(F)(F)F)cc3n2)cc1	8.0%
63	CC(C)(C)c1ccc(O)c(N=Cc2ccc(Cl)c([N+](=O)[O-])c2)c1	17.0%
64	CC1=C(C(=O)OCc2ccccc2)C(c2cccc([N+](=O)[O-])c2)NC(=O)N1C (stereo unspecified)	5.0%
65	COc1ccccc1C(=O)N=Nc1c(O)[nH]c2c(C)c(Cl)ccc12	11.0%
66	O=C(NCc1ccco1)c1ccc2c(c1)OCO2	2.0%
67	COc1cccc(/C=N/Nc2nc(C)cs2)c1OC	18.0%
68	Cc1cccc(N2C(=O)/C(=C/c3ccco3)SC2=S)c1C	7.0%
69	N/C(=N/OC(=O)c1ccccc1I)c1nonc1N	7.0%
70	COc1ccc(OCC(=O)Nc2cc(C(F)(F)F)cc(C(F)(F)F)c2)cc1	15.0%
71	Cc1ccnc(NC(=O)COc2c(C)cc(C)cc2Cl)c1	12.0%
72	Cc1nnc(NC(=O)COc2ccccc2)s1	10.0%

Remaining list, next part.
cpd	Molecule	RNase H inhibition
73	COc1ccc(/C=C/C(=O)NC2CCCCCC2)cc1OC	7.0%
74	CCOc1ccccc1NC(=O)c1c(N)sc2c1CCC(C)C2 (stereo unspecified)	47.0%
75	Cc1ccc(N2C(=O)C3C4CCC(O4)C3C2=O)nc1 (stereo unspecified)	16.0%
76	COc1ccccc1N1C(=O)CC(N2CCN(c3ncccn3)CC2)C1=O (stereo unspecified)	8.0%
77	Cc1ccc(Sc2ncnc3c2oc2ccccc23)cc1	7.0%
78	C/C(=N\Nc1nc(-c2ccc(C)cc2)cs1)c1ccc(-c2ccccc2)cc1	5.0%
79	Cc1ccccc1NC(=O)c1c(NC(=O)c2cccnc2)sc2c1CCCCC2	0.0%
80	CCOc1ccc(OCCOCCOc2c(Cl)cccc2Cl)cc1	21.0%
81	CC(=O)NNC(=O)c1ccccc1[N+](=O)[O-]	0.0%
82	Cc1ccc(NC(=O)c2ccc(Oc3ccc([N+](=O)[O-])cc3)cc2)cc1	0.0%
83	COC(=O)C1=C(C)NC2=C(C(=O)CCC2)C1c1cc(Br)c(O)c(OC)c1 (stereo unspecified)	11.0%
84	Cc1ccccc1N1C(=O)/C(=C/c2cc(C)n(-c3cccnc3)c2C)C(=O)NC1=S	11.0%

Entries by screen from the list:
RNase H inhibition for nos. 73 to 77 → 7.0%, 47.0%, 16.0%, 8.0%, 7.0%

New compounds follow.
cpd	Molecule	RNase H inhibition
85	COc1ccc(OC)c(Nc2nc3nonc3nc2N2CCCCC2)c1	12.0%
86	CCOC(=O)C(CCCCCOc1ccccc1F)C(=O)OCC	11.0%
87	CCOC(=O)C1=C(C)N=c2s/c(=C\c3cc(C)n(-c4ccc(Br)cc4)c3C)c(=O)n2C1c1ccc(C)cc1 (stereo unspecified)	18.0%
88	CC(=O)C1=C(C)NC(c2ccc(Cl)cc2Cl)NC1c1ccc(Cl)cc1Cl (stereo unspecified)	11.0%
89	Cc1onc(-c2ccccc2Cl)c1C(=O)OCC(=O)c1ccc([N+](=O)[O-])cc1	5.0%
90	C=CCN1C(=O)/C(=C/c2cc(I)cc(I)c2OC)SC1=S	27.0%
91	COc1ccccc1C(=O)OCCN=C1NS(=O)(=O)c2ccccc21	5.0%
92	O=C(CSc1nnc(-c2cccnc2)n1Cc1ccccc1)c1ccc(Br)cc1	0.0%
93	O=C(Nc1ccccc1OC(F)(F)F)c1sc2ccccc2c1Cl	13.0%
94	CCOC(=O)C1=C(C)NC(=S)NC1c1ccc(Cl)c(Cl)c1 (stereo unspecified)	7.0%
95	COc1cccc(/C=C2\SC(=S)N(CCC(=O)Nc3cccc(OC)c3)C2=O)c1	30.0%
96	O=C(O)CSc1ncnc2ccccc12	1.0%

Later entries
cpd	Molecule	RNase H inhibition
97	O=C(CSc1nc2ccccc2s1)Nc1nc2ccc([N+](=O)[O-])cc2s1	3.0%
98	O=C(NC(=S)Nc1ccc(N2CCOCC2)cc1)c1cccc(Cl)c1	14.0%
99	O=[N+]([O-])c1ccc(Cl)cc1CN1CCC2(C=Cc3ccccc32)CC1	15.0%
100	COc1cc2ncn(C)c2cc1OC	10.0%
101	O=C(NC(NC(=S)Nc1ccccc1Cl)C(Cl)(Cl)Cl)c1ccccc1Br (stereo unspecified)	19.0%
102	COc1cc(C2Nc3ccc4ccccc4c3C3=C2C(=O)CC(C)(C)C3)cc(OC)c1O (stereo unspecified)	20.0%
103	Cc1ccc(C23CC4CC(CC(C(=O)O)(C4)C2)C3)cc1	3.0%
104	CN1CCN(C(=O)/C(=C/c2cccnc2)NC(=O)c2cccc(Br)c2)CC1	4.0%
105	CCn1c2ccccc2c2cc(CNCCc3cccc(F)c3)ccc21	16.0%
106	COc1ccc(Cl)cc1NC1=C(Cl)C(=O)N(c2ccc(Br)cc2)C1=O	0.0%
107	O=C(N/N=C/c1cc2c(cc1Cl)OCO2)C(O)c1ccccc1 (stereo unspecified)	11.0%
108	CC(=O)CC(=O)Nc1ccc(Cl)c(Cl)c1	8.0%

(further entries)
cpd	Molecule	RNase H inhibition
109	C=C1c2cc(C)cc(C)c2NC(=O)N1CC	19.0%
110	O/N=C(/c1ccccc1)c1cc2c(s1)CCCC/C2=N/O	0.0%
111	Cc1cc(C)c(OCCNC(C)(C)C)c(Cl)c1	0.0%
112	COc1ccc(C)cc1NC(=O)COc1ccc(Cl)cc1Cl	3.0%
113	COc1ccc(S(=O)(=O)N2CCN(Cc3ccccn3)CC2)cc1	4.0%
114	CCN(CC)CCCCCOc1c(C)cc(C)cc1C	0.0%
115	CCOc1ccc(C2NC(=O)N(C)C(C)=C2C(=O)OC)cc1 (stereo unspecified)	5.0%
116	COc1cc([N+](=O)[O-])ccc1NC(=S)NC(=O)Cc1ccc(Cl)cc1	22.0%
117	CCOc1ccc(C(=O)COC(=O)Cc2cccs2)cc1	9.0%
118	CC(C)(C)C(=O)N/C(N)=N\c1nc2ccccc2o1	11.0%
119	O=C(CCc1ccccc1)Nc1ccc(Cl)cc1C(F)(F)F	0.0%
120	COCCOC(=O)c1ccc(NC(=O)c2ccc(-c3ccccc3)cc2)cc1	1.0%

(further entries)
cpd	Molecule	RNase H inhibition
121	COc1cc(-c2cc3cc([N+](=O)[O-])ccc3oc2=O)c([N+](=O)[O-])cc1OC	17.0%
122	COc1ccc(CN2CCN(C(=O)CC(C)C)CC2)c(OC)c1OC	0.0%
123	COc1ccc(C2C(C(=O)OC(C)C)=C(C)N=c3s/c(=C\c4cccc(O)c4)c(=O)n32)cc1 (stereo unspecified)	19.0%
124	COCCOC(=O)c1ccc(NC(=O)c2ccc(OC)cc2)cc1	0.0%
125	Cc1ccc(OCC(=O)Nc2ccc(Cl)c(-c3nc4ccccc4s3)c2)cc1	11.0%
126	O=C(NC1CCCC1)c1ccc(CN2CCOCC2)cc1	0.0%
